Assay outcomes from PubChem.
Salmonella PhoP GFP – inhibitors of PhoP regulon expression, primary screen, Salmonella Typhimurium, GFP reporter (AID 1863). S. Typhimurium PhoP-regulated promoter GFP reporter, 4 h; higher % means a stronger effect. inhibition, % at 50 µM; hits with a dose series show IC50 in µM. hit rate 0.16% among 300,000;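 active = inhibition over 29.93%, a cutoff 3 SD above the screen mean, later confirmed by dose response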;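 note: 0% = low Mg2+ inducing control and 100% = high Mg2+ repressing control; strong numbers were not always called active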
SIAH1 antagonists – Siah-1 peptide-binding antagonists, primary screen, biochemical, fluorescence polarization, rhodamine-plectin, uHTS (AID 1817); E3 ubiquitin-protein ligase SIAH1 (Homo sapiens); Siah-1 / rhodamine-plectin peptide fluorescence polarization; higher % means a stronger effect; displacement, % at 20 µM, or IC50 in µM where a hit was titrated; hit rate 0.02% among 290,000;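 active = displacement of at least 50% at 20 µM, with a fluorescence ratio check between 0.3 and a set limit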;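 note: plate controls were Siah plus tracer with DMSO for no effect and tracer alone without Siah for full effect; strong numbers were not always called active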
West Nile antiviral – West Nile virus antiviral activity, cell-based, CPE readout (AID 1621) | West Nile virus-infected cells, CPE inhibition; higher % means a stronger effect | CPE inhibition, % at 10 µM; hits with a dose series show IC50 in µM | hit rate 0.02% among 290,000; in the data active = a potency from the dose series; note: strong numbers were not always called active
* marks the source's active call; other numbers are inactive results; i = inactive. Not all compounds are listed; the hit share may differ from the screen's.

SMILES	Salmonella PhoP GFP	SIAH1 antagonists	West Nile antiviral
O=C(c1cc(F)c(F)cc1Cl)N1CCN(CCc2ccccc2)CC1	2%	-1%	-0.8%
COc1ccc(CNCc2c(O)c(Cl)cc3c(C)c(C)c(=O)oc23)c(OC)c1	7%	7%	-0.9%
COc1cc(CN2CCCCCC2)c([N+](=O)[O-])cc1OC	-10%	2%	0.5%
COC(=O)c1ccc(NC(=O)c2ccc3c(c2)C(=O)N(C)C3=O)cc1	-4%	5%	-0.9%
COc1ccc(CNC(=O)CSc2nnc3c(n2)[nH]c2ccc(C)cc23)cc1	-5%	13%	0.5%
COc1ccc(S(=O)(=O)N2CCC(C(=O)NCCC(=O)Nc3cccc(Cl)c3)CC2)cc1	-10%	1%	0.5%
CC1CCN(S(=O)(=O)c2ccc(NC(=O)C3CCN(C(=O)c4ccco4)CC3)cc2)CC1	5%	-2%	0.3%
S=C(N/N=C/c1ccc(Br)cc1)N1CCCCC1	-5%	-3%	1.4%
CC1CC(C)CN(CCCNC(=O)Cn2cccc2C(=O)c2ccccc2)C1 (stereo not given)	-5%	-4%	0.1%
Cc1nn(C)cc1/C=N\NC(=O)c1csc2c1CCCC2	1%	-2%	0.8%
COc1ccc(-c2cc3c(=O)n(CC(=O)Nc4ccc(Cl)cc4)nc(C)n3n2)cc1	-1%	6%	0.6%
Cc1ccc(C)c(C(=O)CSc2nc(N)cc(=O)[nH]2)c1	1%	5%	0.3%
CCCCCN(C(=O)CCC(=O)OCc1ccc(C(C)(C)C)cc1)c1c(N)n(CCCC)c(=O)[nH]c1=O	-2%	0%	-0.2%
COc1ccc(NC(=O)Cn2nnc(C(=O)Nc3ccc(F)c(Cl)c3)c2N)cc1	3%	-2%	0.0%
Cc1cc(Br)ccc1OCCN1CCCC1	5%	5%	0.3%
O=C(O)c1ccc(-c2ccc(-c3ccccc3)cc2)s1	4%	24%	0.2%
Cc1cc(C)n(S(=O)(=O)c2cccc([N+](=O)[O-])c2)n1	6%	2%	-1.3%
COc1ccc(OCC(O)CNC(C)c2ccccc2)cc1 (stereo not given)	10%	-4%	-1.1%
COc1ccc(Cn2c(CO)cnc2SCC(=O)Nc2cc(C)on2)cc1	-8%	6%	-0.3%
COc1ccc(CCNC(=O)C2CCN(S(=O)(=O)c3cccc4cccnc34)CC2)cc1OC	-1%	-11%	0.5%
CN(CC1CCCN(CCc2ccc(Cl)cc2)C1)C(=O)c1ccoc1 (stereo not given)	-10%	2%	-0.4%
O=C(O)c1cccc(-n2cccc2/C=C2/SC(=O)N(CC(=O)N3CCCC3)C2=O)c1	-4%	5%	1.3%
COc1ccc(CCNC(=O)/C=C/c2ccco2)cc1OC	2%	1%	-0.7%
O=C1C(=O)N(Cc2ccncc2)C(c2ccccc2F)/C1=C(\O)c1ccc2c(c1)OCCO2 (stereo not given)	4%	9%	0.1%
COc1ccc(CCNC(=O)COc2ccc(S(=O)(=O)N3CCOCC3)cc2C)cc1	-4%	4%	-0.6%

An excerpt of these results, as labelled records:
O=C(O)c1cccc(-n2cccc2/C=C2/SC(=O)N(CC(=O)N3CCCC3)C2=O)c1
  Salmonella PhoP GFP: -4%
  SIAH1 antagonists: 5%
  West Nile antiviral: 1.3%

COc1ccc(CCNC(=O)/C=C/c2ccco2)cc1OC
  Salmonella PhoP GFP: 2%
  SIAH1 antagonists: 1%
  West Nile antiviral: -0.7%

O=C1C(=O)N(Cc2ccncc2)C(c2ccccc2F)/C1=C(\O)c1ccc2c(c1)OCCO2 (stereo not given)
  Salmonella PhoP GFP: 4%
  SIAH1 antagonists: 9%
  West Nile antiviral: 0.1%

(more compounds)
SMILES	Salmonella PhoP GFP	SIAH1 antagonists	West Nile antiviral
COc1ccc(-c2nn(CCC#N)cc2C(=O)Nc2ccccn2)cc1OC	-2%	3%	-0.1%
CC1(C)CC(=O)N(c2ccc(C#N)cc2)C(=O)C1	-5%	1%	1.0%
O=C1N=c2ccccc2=C1c1c(O)[nH]c2c(C(F)(F)F)cccc12	-1%	4%	-1.5%
CCCCc1cc(=O)oc2cc(C)cc(OCC(=O)NCc3ccncc3)c12	-5%	-4%	-0.6%
O=C(N/N=C/c1ccco1)c1cc(-c2ccccc2)nc2ccccc12	7%	-2%	-1.0%
Cc1ccc(-c2nnc(Nc3ccc(OCC(N)=O)cc3)c3ccccc23)cc1S(N)(=O)=O	-4%	-4%	0.3%
O=C(CCN1C(=O)[C@@H]2Cc3ccccc3CN2C1=O)N[C@@H](Cc1ccccc1)C(=O)O	10%	1%	0.1%
COc1ccc(CN2CCN(C3CCC3)CC2CCO)cc1C (stereo not given)	-7%	2%	-0.2%
CC(C)N(Cc1nccn1C)C(=O)c1ccc2oc(CCCc3ccccc3)nc2c1	6%	-4%	-1.2%
Cc1ccc(C(=O)NCc2ccccc2F)cc1S(=O)(=O)N1CCCC1	0%	13%	-0.6%
Cc1oc(-c2ccccc2Cl)nc1CS(=O)CC(=O)NCc1ccccc1Cl (stereo not given)	-8%	1%	-0.2%
O=S(=O)(c1ccccc1)N1N=C(c2ccc(O)cc2)CC1c1ccco1 (stereo not given)	-1%	-5%	0.2%
COc1ccc(/C=C/C(=O)c2cccc(-n3cnnn3)c2)cc1O	13%	-1%	0.8%
CCOC(=O)C1=C(C)N=c2s/c(=C\c3ccc(OCC(=O)O)c(OC)c3)c(=O)n2C1c1ccc(OC)cc1 (stereo not given)	1%	8%	0.1%
CCOc1ccc(C(C(=O)NCC2CCCO2)N(Cc2cccc(OC)c2)C(=O)c2snc(C(N)=O)c2N)cc1 (stereo not given)	6%	1%	-0.5%
Cc1cccc(NC(=O)c2ccc(N3C(=O)C4C5C=CC(C6CC56)C4C3=O)cc2)c1 (stereo not given)	-6%	-1%	-1.2%
Cc1cnc(NC(=O)c2ccc3c(c2)C(=O)N(Cc2cccnc2)C3=O)s1	2%	-3%	0.2%
Cn1cc(C(C[N+](=O)[O-])c2ccccc2)c2ccccc21 (stereo not given)	-4%	-1%	2.8%
COc1ccc(C(=O)CC(=O)c2ccccc2O)cc1	1%	0%	-1.1%
COc1ccc(N2CCN(S(=O)(=O)c3c(C)[nH]c(C)c3C(=O)N3CCCC3)CC2)cc1	4%	-3%	-0.4%
CC1=CCC2C(=O)N(c3ccc(C(=O)Nc4ccccc4Cl)cc3)C(=O)C2C1 (stereo not given)	5%	5%	0.2%
CN(Cc1ccon1)C(=O)CC1C(=O)NCCN1Cc1cccc(F)c1F (stereo not given)	-3%	-1%	-0.1%
O=C(CN1CCC(NC(=O)C2CC2)CC1)Nc1cccc(F)c1	10%	0%	0.4%
O=C(CN1C(=O)c2cccc3cccc1c23)NC1CCCC1	7%	0%	0.5%
COc1ccccc1N1CCN(C(=O)c2cc3c(=O)n4cccc(C)c4nc3s2)CC1	0%	-5%	-0.2%

The final four compounds of the part before lead into the next:
SMILES	Salmonella PhoP GFP	SIAH1 antagonists	West Nile antiviral
CN(Cc1ccon1)C(=O)CC1C(=O)NCCN1Cc1cccc(F)c1F (stereo not given)	-3%	-1%	-0.1%
O=C(CN1CCC(NC(=O)C2CC2)CC1)Nc1cccc(F)c1	10%	0%	0.4%
O=C(CN1C(=O)c2cccc3cccc1c23)NC1CCCC1	7%	0%	0.5%
COc1ccccc1N1CCN(C(=O)c2cc3c(=O)n4cccc(C)c4nc3s2)CC1	0%	-5%	-0.2%
CC(/C=N/NC(=O)c1cccc(F)c1)=C\c1ccccc1	3%	1%	-0.5%
O=C(Nc1ccc2ccccc2n1)c1ccccc1Br	-3%	1%	-0.7%
Cc1cccc(C)c1NC(=O)Cn1nc(C)n2cccc2c1=O	15%	-4%	0.1%
Cc1ccc(-c2csc3ncnc(NCCC(=O)O)c23)cc1	-1%	-1%	-1.5%
Cc1cccc(N(CC(=O)NCC2CCCO2)C(=O)CCC(=O)Nc2nccs2)c1 (stereo not given)	5%	2%	-0.3%
CC(C)N(CCCNC(=O)c1nn(C)c2c1CS(=O)(=O)c1ccccc1-2)Cc1ccccc1	13%	2%	-0.8%
Cc1ccc(N2C(=O)N(CC(=O)Nc3ccc([N+](=O)[O-])cc3)C(=O)C2C)cc1 (stereo not given)	-6%	0%	-1.1%
COc1cccc(C(=O)NCc2ccco2)c1	-2%	0%	-0.3%
Cc1ccc(CC(=O)Nc2ccc(S(=O)(=O)N3CCOCC3)cc2)cc1	0%	-1%	-0.4%
CS(=O)(=O)N(CC(=O)NCCSCc1cccc(Cl)c1)c1ccc(F)cc1	-3%	14%	-1.0%
CC(=O)NCCC(=O)N1CCCC(N2CCN(c3cccc(Cl)c3)CC2)C1 (stereo not given)	-5%	3%	-0.2%
COc1cccc(C(=O)O/N=C(\N)CS(=O)(=O)c2ccccc2)c1	0%	0%	0.1%
O=C(OCc1ccc([N+](=O)[O-])cc1)c1cc(=O)c2ccccc2o1	2%	-9%	-0.3%
Cc1cc(C)cc(N(CC(=O)N2CCCCCC2)S(C)(=O)=O)c1	0%	-5%	-0.9%
CC(NC(=O)CCNS(=O)(=O)c1ccc2c(c1)oc(=O)n2C)c1ccccc1 (stereo not given)	-13%	3%	0.1%
CCOC(=O)c1c(C)[nH]c(C(=O)N2CCN(C(=O)OCC)CC2)c1C	-4%	-3%	0.4%
COc1ccc(-c2cc(C(=O)N3CCCCCC3)no2)cc1OC	-8%	-7%	-0.7%
CC(C)n1cnc2c(oc3ccccc32)c1=O	0%	-1%	-0.4%
O=C(NC1CCCC1)C(c1ccncc1)N(C(=O)c1ccco1)c1ccc(Cl)cc1 (stereo not given)	0%	3%	-0.3%
Cc1cc(=O)oc2c(CN3CCCC3)c(O)ccc12	-2%	-2%	-0.1%
CN(Cc1ccccc1)S(=O)(=O)c1ccc(OCC(=O)NCc2ccccn2)cc1	5%	4%	-0.3%
Cc1nnc(NC(=O)CSc2nnc(CNC(=O)c3ccccc3)o2)s1	-5%	6%	-1.0%
O=C(NC1CCCc2c1cnn2-c1ccc(F)cc1F)c1csnn1 (stereo not given)	1%	-5%	-0.6%
CN(C)S(=O)(=O)n1cc(/C=C(\NC(=O)c2ccccc2Cl)C(=O)NCCCN2CCOCC2)c2ccccc21	-6%	15%	0.2%
CCCn1c(C(C)Nc2nc(-c3cccc(Br)c3)cs2)nc2ccccc21 (stereo not given)	-7%	2%	-0.8%

Later entries
SMILES	Salmonella PhoP GFP	SIAH1 antagonists	West Nile antiviral
Cn1nccc1NC(=O)Nc1cccc(Br)c1	-6%	-2%	0.1%
Cc1ccc(C(=O)NCC(=O)NC23CC4CC(CC(C4)C2)C3)cc1	-1%	-2%	-0.7%
CC(Oc1ccccc1F)C(=O)NNC(=O)CCNC(=O)c1ccccc1Cl (stereo not given)	0%	0%	0.0%
COc1cc2[nH]c(C(=O)N3CCN(c4ccc(F)cc4)CC3)cc2c(OC)c1OC	7%	6%	-1.0%
CCn1cc(C(=O)N[C@@H](C)C(=O)NCCCO)c(=O)c2cc3c(cc21)OCO3	0%	-2%	-0.6%
COC(=O)c1c(NC(=O)C(=O)N2CCCC2)sc2c1CC(C)(C)OC2	4%	4%	0.4%
Cc1cccc(N2CCN(c3nc(C)cc(C)c3C#N)CC2C)c1 (stereo not given)	-2%	1%	-1.7%
O=C(O)C(=O)/C(=C\c1ccsc1)c1ccc2ccccc2n1	-3%	-1%	0.2%
Cc1ccc(OCCCN2CCOCC2)cc1	-6%	i	0.7%
CCN(CCCNC(=O)CNC(=O)c1nn(-c2ccc(OC)cc2)c(=O)c2ccccc12)c1cccc(C)c1	10%	5%	-0.3%
Cc1cc(C)n(-c2ccc(NC(=O)C3CCCCN3C(=O)c3sccc3C)cc2)n1 (stereo not given)	-4%	-8%	-1.2%
Cc1ccc(OCC(=O)Oc2cccc(C)c2C)cc1	-11%	3%	-0.1%
CCc1ccc(NC(=O)Cn2cnc([N+](=O)[O-])c2)cc1	-3%	2%	-1.7%
Cc1oc2c(c(C)cc3oc(=O)c(CC(=O)NCCCN4CCCC4=O)c(C)c32)c1C	-8%	4%	-0.4%
CCCCN(C(=O)c1ccc(OC)c([N+](=O)[O-])c1)c1c(N)n(CCC)c(=O)[nH]c1=O	9%	0%	-0.3%
CCN(C(=O)/C=C/c1cc(OC)c(OC)c(OC)c1)C1CCCCC1	-6%	11%	-0.6%
Cc1ccc(CN2CCC(NC(=O)c3ccccc3)CC2)cc1	-6%	-6%	-0.7%
C/C(=N\NC(=O)c1nnn(-c2nonc2N)c1C(C)C)c1cc(C)sc1C	2%	0%	0.3%
COc1cccc2c1Oc1ncccc1N(C(=O)CCC(=O)NCc1ccccc1F)C2	-24%	3%	0.3%
COc1ccc(-c2nc(CN3CCN(C(=O)c4ccco4)CC3)c(C)o2)c(OC)c1C	-7%	-1%	-0.7%
COC(=O)[C@H]1CN(C(=O)c2ccccc2)C(=O)N1	1%	-2%	0.4%
CCC1=C(c2ccc(C)cc2)S(=O)(=O)N=C1N1CCC(C(=O)NCCCN2CCCCC2)CC1	-2%	0%	-0.6%
Cc1nnc(NC(=O)CSc2ccccc2N)s1	10%	-2%	-0.1%
COc1ccc(C(C)(C)C)cc1NC(=O)c1cccc(S(=O)(=O)N2CCN(C(C)=O)CC2)c1	-5%	11%	-1.2%
